# High-throughput results (PubChem BioAssay)
# TDP1 block: TDP1 (human) enzyme inhibition; Q9NUW8; recombinant TDP1, AlphaScreen DNA substrate cleavage; Potency, µM (top dose mostly 130 µM), for the others: top-dose activity change, negative = inhibition, usual class: inhibitors; 350,000 tested, 0.28% active; AID 485290; further: nearly all actives have a fitted effect of over 40% in size
# Target sequence (Q9NUW8 whole entry, looked up): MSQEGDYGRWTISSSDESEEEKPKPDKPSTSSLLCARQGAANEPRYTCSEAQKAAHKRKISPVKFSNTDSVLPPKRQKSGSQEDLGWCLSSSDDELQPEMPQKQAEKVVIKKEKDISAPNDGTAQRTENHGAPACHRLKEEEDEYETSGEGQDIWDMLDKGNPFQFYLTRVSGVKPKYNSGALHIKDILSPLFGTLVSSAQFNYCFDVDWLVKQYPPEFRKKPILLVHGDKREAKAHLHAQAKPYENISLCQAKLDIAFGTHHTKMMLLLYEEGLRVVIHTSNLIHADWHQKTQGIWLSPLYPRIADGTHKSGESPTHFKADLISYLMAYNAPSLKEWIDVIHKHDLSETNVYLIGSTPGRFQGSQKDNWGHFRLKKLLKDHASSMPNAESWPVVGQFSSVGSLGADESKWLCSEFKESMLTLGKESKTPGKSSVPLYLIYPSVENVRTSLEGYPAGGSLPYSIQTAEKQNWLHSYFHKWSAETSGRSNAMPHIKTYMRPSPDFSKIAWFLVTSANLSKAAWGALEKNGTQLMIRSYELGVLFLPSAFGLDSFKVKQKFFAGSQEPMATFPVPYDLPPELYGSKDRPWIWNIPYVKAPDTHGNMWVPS
#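 E. coli-derived human Tdp1, 1 nM final. Cpd preinc 15 min RT; substrate 15 nM final, 5 min RT; AS bead mix 10 ug/ml final, 10 min RT. Signal loss = tyrosine-FITC cleavage. No-enzyme wells = max signal.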
# N370S GC mod: inhibits or activates N370S mutant glucocerebrosidase. AID 2101. Potency, µM (titrated, usually from 59.4 µM), inactives show at the highest dose activity change, negative = inhibition, usual class: inhibitors. N370S GC spleen homogenate, 4MU-glucoside fluorescence. 330,000 tested, 0.092% active. P04062;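 further: 0% = full enzyme activity and -100% = no enzyme basal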
# DT40 TDP1 no CPT: qHTS for Inhibitors of human tyrosyl-DNA phosphodiesterase 1 (TDP1): qHTS in cells in absence of CPT. DT40 Tdp1-/- hTDP1 cells, no CPT, ATP luminescence, 48 h. Potency, µM (titrated, usually from 46.2 µM), for inactives: top-dose activity change, negative = growth inhibition, most hits filed as inhibitors. 420,000 tested, 15% active. AID 686978, 2013; further: nearly all actives have a fitted effect of over 55% in size
#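 Compound effects on proliferation are scored in DT40 Tdp1-/-;hTDP1 cells in the absence of CPT. ATP levels (CellTiter-Glo luminescence) are recorded after a ≥48 hr, 37 °C incubation.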
# Starred values were filed as active, the others as inactive; u = inconclusive; x = no result given; & = joins results of further samples; ! = repeats disagree; [ ] = dose if it differs, or a comment. The call rests on the fitted dose curve; in most records, active means well fitted curve in the direction sought with a large enough effect; inconclusive means small, poorly fitted or top-dose-only effect, or another doubt; inactive means no such curve, though single readings can be large; an effect the other way counts as inactive or inconclusive. Unless noted, on the % scale 0 is the no-effect control and ±100 the full control effect; potency means the concentration at half of the fitted maximal effect.
mol | TDP1 block | N370S GC mod | DT40 TDP1 no CPT
COc1ccc(C2C(C(C)=O)=C(O)C(=O)N2c2ccc(O)cc2)cc1 (configuration not stated) | 4% | -9% | -2%
O=C(C[C@H]1C/C=C\C[C@@H](Cc2ccc(F)cc2)C(=O)O[C@@H](c2ccccc2)CNC1=O)NCCO | 0% | x | u
COc1cccc(CN(Cc2ccco2)S(=O)(=O)c2ccc(S(=O)(=O)NCc3ccccc3)cc2)c1OC | 6%[56.1 µM] | 4% | u
Cc1ccc(CNC(=O)c2ccc[nH]2)cc1 | 0% | 3% | -5%
COc1ccc(Cc2nc(-c3cccc(C)c3)no2)cc1 | x | -21% | -27%
Fc1ccccc1NC(=S)NNc1ncc(C(F)(F)F)cc1Cl | 11% | -2% | 23µM*
O=S(=O)(c1cccs1)N1CN(Cc2ccco2)c2nc3ccccc3nc21 | 8% | u | 13µM*
CN(C)c1ccc(S(=O)(=O)N2CCCCC2)cc1NC(=O)C1CSC2(C)CCC(=O)N12 (configuration not stated) | 3% | x | 26µM*
COc1cccc(N2CCN(C(=O)c3cc4c(s3)CCCCC4)CC2)c1 | 5%[56.1 µM] | x | u
Cc1[nH]c2ccccc2c1C(=O)COC(=O)CCS(=O)(=O)c1ccccc1Cl | 8% | 0% | u
COc1ccc(Oc2ccc(N/C=C3/CCCC3=O)cc2)cc1 | 0% | -3% | u
O=S(=O)(NN1CCOCC1)c1ccc(Br)s1 | 5% | u | 7%
Cc1cccc(-n2nnnc2SCC(=O)N(CC(C)C)c2c(N)n(CC(C)C)c(=O)[nH]c2=O)c1 | 5% | 2% | -11%
COC(=O)c1c(NC(=O)c2ccc(Cl)c(Cl)c2)sc2c1CCCC2 | -2%[12.3 µM] | x | -3%
O=C(COC(=O)c1nc(Cl)ccc1Cl)c1ccc(Cl)s1 | 0% | -1% | -5%
NC(=O)NC(CC(=O)NCCc1ccccn1)c1ccccc1Cl (configuration not stated) | x | -28% | -6%
Cc1ccc(CSc2nc(-c3ccc(C(C)(C)C)cc3)nc3cc(=O)[nH]n23)cc1 | 8% | x | u
COc1ccc(C(C(=O)NC2CCCC2)N(Cc2cccnc2)C(=O)Cc2cccs2)c(OC)c1 (configuration not stated) | -18% | 1% | -1%
Cc1ccc(CNC(=O)c2ccc3nc(SCc4ccc(F)cc4)[nH]c3c2)cc1 | -4% | x | 13µM*
Cc1c(OCC(=O)NCCCN2CCOCC2)ccc2c3c(c(=O)oc12)CCC3 | 4% | -5% | -4%
Cc1no[n+]([O-])c1COc1ccc(/C=C(\C#N)C(N)=O)cc1 | 0% | 25% | -16%
N=C1/C(=C\c2ccc(OC(=O)c3ccccc3Cl)cc2)C(=O)N=C2SC(N3CCOCC3)=NN12 | 5% | 0% | -18%
COc1cccc(/C=N/n2c(-c3ccco3)nc3ccccc3c2=O)c1 | 7% | 5% | 18µM*
Cn1cc(CCCC(=O)NCc2ccc(F)cc2)c2ccccc21 | 3% | -3% | 21µM*!
COc1cccc(NC(=S)NC2CC3CCCC(C2)N3CC(C)C)c1 (configuration not stated) | -5% | -14% | 16µM*
COc1ccc(C2CC(C(F)(F)F)n3ncc(C(=O)Nc4cccc(O)c4)c3N2)cc1OC (configuration not stated) | 6% | -5% | u
CN(CC(=O)Nc1cccnc1)S(=O)(=O)c1cc(Cl)ccc1Cl | 7% | -18% | -1%
CCC(NC(=S)NC1CCCCC1)c1ccc(C(C)C)cc1 (configuration not stated) | 3% | 13% | x
O=[n+]1cc(-c2ccc(Cl)cc2)n([O-])c2c1CCC2 | -3% | 5% | u
Cc1ccc(C(C(=O)NC2CCCCC2)N(C(=O)Cc2c[nH]c3ccccc23)c2ccccc2)o1 (configuration not stated) | 10% | 9% | u
COc1ccc(Br)cc1S(=O)(=O)NCCc1cccs1 | -4% | x | -5%
Cc1ccc2nc3c(c(Nc4ccc(O)cc4)c2c1)CCC3 | x | u | 18µM*
CCCC1(c2ccccc2)NC(=O)N(CC(=O)Nc2sc(-c3ccccc3)cc2C(=O)OCC)C1=O (configuration not stated) | -11% | 28% | u
CN(Cc1cccc2cnccc12)C(=O)c1cc(COc2ccc(F)cc2F)on1 | 1% | -2% | u
CCN(CC)S(=O)(=O)c1cccc(C(=O)Oc2cccc(NC(=O)c3cccs3)c2)c1 | 0% | -2% | u
Cc1cc(Br)ccc1NC(=O)CN(C)C(=O)CSCc1ccccc1 | -2% | -3% | -21%
CC(C)NC(=O)CN1C(=O)COc2ccc(S(=O)(=O)N3CCCCCC3)cc21 | 0% | x | 1%
O=C(/C(=C/O)N=Nc1ccccc1)c1ccc(Cl)cc1 | 5% | 7% | u
Cc1ccc2cc(CN(CCO)Cc3nnnn3Cc3ccc(F)cc3)c(=O)[nH]c2c1 | -5% | u | u
COc1ccc(NC(=O)n2ncc3c(C)cccc32)cc1 | x | 11% | -15%
CCO[C@@H]1OC(C(=O)N2CCOCC2)=C[C@H](c2cn(C(C)=O)c3ccccc23)[C@H]1CCCO | 3% | 13% | 3%
CCOC(=O)c1ccc(NC(=O)c2sc3nc(N4CCOCC4)c4c(c3c2N)CCCC4)cc1 | 1% | -2% | 16µM*
CN(C)c1nc(NS(=O)(=O)c2ccc(Cl)cc2)nc(N(C)C)n1 | -1% | 22% | -15%
CC(C)COc1cccc(C(=O)N(CC(=O)Nc2ccccc2C(F)(F)F)Cc2ccco2)c1 | 1% | x | 18µM*
Cc1ccc(NC(=O)N2CCN(c3ncccc3C(F)(F)F)CC2)cc1 | 9% | 9% | u
O=C(Cn1c(=O)n(CC2CCCO2)c(=O)c2ccccc21)c1ccc(Cl)c(Cl)c1 (configuration not stated) | 0% | 3% | -28%
CCc1ccccc1NC(=O)CC(C)S(=O)(=O)c1ccc2c(c1)NC(=O)CO2 (configuration not stated) | 4% | x | -29%
CC(C)(C)[C@H]1C=C(C(=O)N2CCOCC2)O[C@@H](OCc2ccc(CO)cc2)C1 | 3% | 14% | -18%
Cc1ccc(C2/C(=C(\O)c3ccc4c(c3)OCCO4)C(=O)C(=O)N2CC2CCCO2)cc1 (configuration not stated) | 7% | -12% | 3%
CCOC(=O)N1CCN(C(=O)COC(=O)c2ccccc2NCCO)CC1 | 1% | u | 10%
CCCN(CCC)C(=O)Cn1c(=O)n(CCC(=O)NCCc2ccccc2)c(=O)c2ccccc21 | -6% | 8% | u
Cc1ccccc1NC(=O)C(Cc1ccccc1)N1Cc2ccccc2C1=O (configuration not stated) | -1% | x | -26%
Cc1ccc(CNC(=O)CSc2nc3c(sc4ccccc43)c(=O)n2CCCN2CCCC2)cc1 | 5% | 7% | u
O=[N+]([O-])C(=c1ccc2c(c1)N1C3=C(CCCC3)CC3CCCCC31N=2)[N+](=O)[O-] (configuration not stated) | 8% | -3% | x
CCOC(=O)C1CCCN(c2nc3c(S(=O)(=O)c4ccc(Br)cc4)nnn3c3ccsc23)C1 (configuration not stated) | 0% | x | u
CN(C)c1ccc(CNC(=O)CCS(=O)(=O)c2ccc3c(c2)oc(=O)n3C)cc1 | 0%&5% | -3% | 9%&-22%

# Additional structures.
mol | TDP1 block | N370S GC mod | DT40 TDP1 no CPT
CCC(=O)N(Cc1ccco1)Cc1cc2cccc(C)c2n2nnnc12 | 2% | 1% | 20%
O=C(NCc1ccco1)C1CCN(S(=O)(=O)c2ccccc2C(F)(F)F)CC1 | -3% | x | 3%
Cc1ccccc1CNC(=O)C(=O)NCC1OCCCN1S(=O)(=O)c1cccs1 (configuration not stated) | 1% | -6% | 16%
CCOc1ccccc1CNc1ccc(O)cc1 | 5% | 5.6µM* | u
CCN1CCN(CCOc2ccc(Cl)cc2)CC1 | 9% | 15% | -11%
CN(C)S(=O)(=O)c1ccc(Cl)c(C(=O)NNC(=O)Cc2nc3ccccc3n2C)c1 | -1%[56.1 µM] | x | -2%
CCOC(=O)C1CCCN(CCC(=O)Nc2cc(C)cc(C)c2)C1 (configuration not stated) | 3% | -18% | u
Cc1cc(N2CCC(C)CC2)nc2ccc(NC(=O)/C=C/c3cccc(Cl)c3)cc12 | 6% | x | 4.1µM*
COc1ccccc1C(OC(=O)c1ccco1)C(=O)NC(C)(C)C (configuration not stated) | 3% | 3% | -3%
[O-]/C(=C(\C(=S)Nc1ccc(SC(F)F)cc1)[n+]1ccccc1)c1ccc(Cl)cc1Cl | 8% | u | 10µM*
COc1ccc(C2=NOC(Cn3nc(-c4ccccc4)cc3C(=O)NCc3cccc(C(F)(F)F)c3)C2)cc1 (configuration not stated) | 3% | x | -28%
CC(=O)Nc1cccc(OCC(=O)NC(C)c2ccc3ccccc3c2)c1 (configuration not stated) | x | -6% | u
Cc1oc(-c2ccccc2)nc1CS(=O)CC(=O)NC1CCCC1 (configuration not stated) | x | 1% | -15%
CC1CCCCC1NC(=O)CSc1nnc(COc2ccccc2Cl)o1 (configuration not stated) | -3% | 3%[2.35 µM] | u
CCOC(=O)c1c(C)[nH]c(CCC(=O)NCCCN2CCN(c3ccccc3F)CC2)c1C | 3% | x | u
COc1cccc(CNC(=O)COC(=O)c2cc(Br)c(Br)s2)c1 | 0% | x | 1%
C[C@]12c3[nH]c4cc(-c5ccco5)ccc4c3CCN1C(=O)[C@@H](CC(=O)NCCCn1ccnc1)C[C@@H]2C(=O)N1CCOCC1 | 1%[56.1 µM] | x | -4%
COc1ccc(Oc2nnc(-c3ccccc3)cc2C#N)cc1 | 7% | 3% | -26%
COC(=O)[C@H](CCSC)NC(=O)c1cc2c(cn1)[nH]c1ccccc12 | x | -3% | 7.3µM*
CCCCCOc1ccc(C(=O)N(Cc2ccccc2)C2CCS(=O)(=O)C2)cc1 (configuration not stated) | 5% | x | 21µM*
O=C1CC(N2CCN(C/C=C/c3ccccc3)CC2)C(=O)N1Cc1cccs1 (configuration not stated) | 1% | 4% | -9%
COc1ccc(N(C(=O)CNC(=O)c2ccco2)C(C(=O)NCC2CCCO2)c2ccccc2)cc1OC (configuration not stated) | -9% | -14% | u
Cc1ccc2nc3c(nc2c1C)CCCC3 | x | -23% | -18%
CCOc1ccc(N(CC(=O)Nc2cccc(OC)c2)S(=O)(=O)c2c(C)noc2C)cc1 | 1% | -12% | 18µM*

# Rewritten as labelled records: part of the list above.
Cc1cc(Br)ccc1NC(=O)CN(C)C(=O)CSCc1ccccc1
  TDP1 block: -2%; N370S GC mod: -3%; DT40 TDP1 no CPT: -21%
O=C(COC(=O)c1nc(Cl)ccc1Cl)c1ccc(Cl)s1
  TDP1 block: 0%; N370S GC mod: -1%; DT40 TDP1 no CPT: -5%
CN(C)c1ccc(CNC(=O)CCS(=O)(=O)c2ccc3c(c2)oc(=O)n3C)cc1
  TDP1 block: 0%&5%; N370S GC mod: -3%; DT40 TDP1 no CPT: 9%&-22%
COc1cccc(CN(Cc2ccco2)S(=O)(=O)c2ccc(S(=O)(=O)NCc3ccccc3)cc2)c1OC
  TDP1 block: 6%[56.1 µM]; N370S GC mod: 4%; DT40 TDP1 no CPT: u

# Carrying on:
mol | TDP1 block | N370S GC mod | DT40 TDP1 no CPT
O=S(=O)(c1cccc(F)c1)N1CCN(c2ncnc3scc(-c4ccc(F)cc4)c23)CC1 | 0% | -4% | 12µM*
COc1ccc(-n2nc(C)c3onc(C)c3c2=O)cc1 | 3% | 10% | -10%
O=C(c1ccco1)N1CCN(c2nc(-c3ccc(F)cc3)cs2)CC1 | 4% | 3% | -24%
COC(=O)c1ccc(OCc2cc(=O)n3ccsc3n2)cc1 | 0% | 23% | u
COC(=O)c1ccc(COc2ccc(-c3nnn(CC(=O)NC(C)(C)C)n3)cc2)cc1 | -3% | 2% | u
COc1ccc(S(=O)(=O)N2CCN(c3cnccn3)CC2)cc1 | 2% | x | -20%
Cc1ccccc1NC(=O)N1CCN(S(=O)(=O)c2ccccc2)CC1 | -5% | 19% | u
COC(=O)COc1ccc(-c2nccc(-c3ccc(Br)cc3)n2)cc1 | x | -1% | u
COc1ccc(-n2nc3cc(C)c(NC(=O)COc4cccc(C)c4)cc3n2)cc1 | -4%[12.3 µM] | x | 0%
COc1ccc(NC(=O)CCS(=O)(=O)c2cc3c(cc2C)NC(=O)CO3)cc1 | x | -4% | -16%
CCOC(=O)OCC1OC(c2ccc(C(C)=O)cc2)C=CC1Oc1ccc(-c2ccccc2)cc1 (configuration not stated) | 6%[21 µM] | -2%[12.8 µM] | x
COc1cccc(NC(=O)COC(=O)COc2ccccc2[N+](=O)[O-])c1 | -3% | 13% | 5%
CSc1cccc(NC(=O)c2cc(S(=O)(=O)N3CCCC3)cn2C)c1 | x | -23% | u
O=C(Cc1ccc(S(=O)(=O)N2CCOCC2)s1)NCCOc1ccccc1F | x | -4% | -16%
Oc1oc(-c2ccccc2Br)nc1C=Nc1ccc(Br)cn1 | 0% | 9% | u

# An excerpt, so the mix of outcomes need not match the whole.
